Compound activity as filed in PubChem.
p53ts 39C kill: p53ts cell cytotoxicity, nonpermissive temperature | H1299-p53A138V viability at 39C, ATP luminescence, 24 h | Potency, µM (series often up to 46.1 µM), without a hit: at the highest dose activity change, negative = cell killing, most hits filed as cytotoxic | actives 1.5% (n = 130,000) | AID 902; note: nearly all actives have a fitted effect of over 55% in size
Imprint erasure: inducers of genomic imprint erasure in mouse ES cells; mouse ES Peg3-LacZ reporter, beta-gal luminescence, 40 h; Potency, µM (highest dose often 60.7 µM), without a hit: at the top dose activity change, positive = activation, hits mostly activators; actives 0.02% (n = 110,000);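 note: 0% = negative control wells on the plate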
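Imprint erasure is scored as LacZ activity from the silenced maternal Peg3 allele in feeder-free female ES cells cultured 40 h with LIF. Luminescence is normalized to in-plate negative controls and fitted to the Hill equation.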
IkB sig inh: suppresses IkB signaling in ABC-DLBCL reporter cells; ABC-DLBCL IkBa-CBG/CBR dual luciferase ratio, 4 h; response scale: scaled: untreated 0%, proteasome inhibitor 100%; Potency, µM (titrated, usually from 57.1 µM), inactives show at the top dose IkBa stabilization activation; actives 0.04% (n = 110,000); AID 445; active = well fitted curve in the direction sought with a large enough effect in the signal ratio, not every such curve was filed as active; inconclusive = small, poorly fitted or top-dose-only effect, or a change in a side signal; the % refers to the signal ratio;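 note: the direction sought is a rising ratio; 0% = basal untreated cells and 100% = reference inhibitor full response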
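Curves were fitted separately to fusion (green), unfused (red) and ratio luminescence, then classed by r2, magnitude and activity. Cells: OCI-Ly3, 4 h compound plus doxycycline at 37C; 10 uM MG-132 defined full response.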
p53ts 32C kill: p53ts cell cytotoxicity, permissive temperature; H1299-p53A138V at 32C, ATP luminescence viability, 24 h; Potency, µM (series often up to 46.1 µM), inactives show at the top dose activity change, negative = cytotoxicity, actives largely listed as cytotoxic; actives 0.93% (n = 130,000);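 note: 0% = DMSO and -100% = full killing by reference compound; nearly all actives have a fitted effect of over 55% in size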
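Viability by ATPlite luminescence after 24 h compound treatment (up to 46 uM) at the permissive 32C. Cells are H1299 carrying p53 A138V. Scale runs from DMSO basal to 100 uM tamoxifen as full kill; AC50 from Hill fits.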
An asterisk follows results filed as active; ? = inconclusive; / = not tested or not shown; & = joins results of further samples; [ ] = another dose, or the depositor's remark. Unless noted, calls come from the whole dose curve; as a rule, active = well fitted curve in the direction sought with a large enough effect; inconclusive = small, poorly fitted or top-dose-only effect, or another doubt; inactive = no such curve, though single readings can be large; an effect the other way counts as inactive or inconclusive. Unless noted, % is set by controls: 0 for no effect and ±100 for the full control effect; potency is the fitted concentration of half-maximal effect.

Assay codes: A = p53ts 39C kill; B = Imprint erasure; C = IkB sig inh; D = p53ts 32C kill
1	CN1CCN(C(=O)C2C3C=CC(C3)C2C(=O)O)CC1 (stereo unspecified)
  A = 0%	B = -9%	C = 0.4%	D = 18%

2	Cc1cccc(N(C2C=CS(=O)(=O)C2)S(=O)(=O)c2ccccc2)c1 (stereo unspecified)
  A = 10%	B = 1%	C = 0.2%	D = 4%

3	CCc1ccc(O)c(N=Cc2ccccc2O)c1
  A = 10%	B = -7%	C = ?	D = -5%

4	CCOc1ccc(NS(=O)(=O)c2ccc(SC)cc2)cc1
  A = -1%	B = -11%	C = ?	D = -5%

5	CCn1c(SCC(=O)c2ccccc2)nnc1-c1cc2cc(Br)ccc2o1
  A = 15%	B = -22%	C = 7.4%	D = -10%

6	Cc1cc(C)cc(OCC(=O)Nc2c(C(=O)c3ccccc3)oc3ccccc23)c1
  A = 8%	B = -3%[10.9 µM]	C = -1.3%	D = -7%

7	COc1ccc(C(=O)Nc2ccccc2)cc1[N+](=O)[O-]
  A = -1%	B = -13%	C = 4.3%	D = 12%[1.84 µM]

8	CC(=O)NC(Cc1c[nH]c2ccccc12)C(=O)OCC(=O)Nc1ccc2c(c1)OCO2 (stereo unspecified)
  A = 9%	B = -6%	C = 0.5%	D = 7%

9	Cc1ccc(SCc2cc(=O)[nH]c(N3CCN(Cc4ccc5c(c4)OCO5)CC3)n2)cc1
  A = 7%	B = -12%	C = 1.9%	D = 3%

10	CCOC(=O)CSc1nc2ccc(NC(=O)COc3ccccc3)cc2s1
  A = -15%	B = 4%[10.9 µM]	C = 11%	D = -14%

11	Cc1cc(C)c(NC(=O)c2cc3c(nc4sccn43)s2)c(C)c1
  A = 1%	B = -7%	C = -0.4%	D = 8%

12	CCOC(=O)N1CCc2c(sc(NCc3ccc(OC)c(OC)c3OC)c2C(=O)Nc2ccc(OC)cc2OC)C1
  A = -38%	B = -6%[10.9 µM]	C = ?	D = -6%

13	Cc1c(NC(=O)N2CCCCCC2)c(=O)n(-c2ccccc2)n1C
  A = -6%	B = -6%	C = 0.2%	D = 6%

14	Cc1ccc2nc(NC(=O)CN3CCOCC3)sc2c1
  A = -20%	B = -12%	C = ?	D = -16%

15	O=C(NC1CCCCC1)c1ccc(CSc2nc3ccncc3n2Cc2cccc(F)c2)cc1
  A = 36%[activator]	B = -10%[10.9 µM]	C = ?	D = 24%

16	Cc1cc(C)c(NC(=O)c2sc3nc(C)cc(C)c3c2NC(=O)c2ccccc2)c(C)c1
  A = -10%	B = 3%[10.9 µM]	C = 1.9%	D = 4%

17	COc1ccccc1CNc1cc(-c2ccoc2)ncn1
  A = -9%	B = -10%	C = 1.1%[11.4 µM]	D = -1%

18	CCOc1ccc(-c2cc(C(=O)N3CCN(c4ccc(C)cc4)C(C)C3)c3ccccc3n2)cc1 (stereo unspecified)
  A = 20µM*	B = -20%[10.9 µM]	C = -2.0%	D = 16µM*

19	Cn1c(C(=O)N2CCCC(C(=O)NCCc3ccccc3)C2)cc2sccc21 (stereo unspecified)
  A = 19%	B = -24%	C = 0.3%	D = -14%

20	COc1ccccc1-c1nc(-c2ccc(Br)o2)no1
  A = ?	B = -19%[10.9 µM]	C = ?	D = ?

21	COc1ccc(CNC(=O)c2sc3nc4n(c(=O)c3c2C)CCC4)cc1
  A = -11%	B = -22%[10.9 µM]	C = -0.1%	D = -21%

22	CC(=O)NCCNc1nc(-c2cccc(NS(C)(=O)=O)c2)nc2ccccc12
  A = -2%	B = ?	C = -7.2%[11.4 µM]	D = 10%

23	CCCC(=O)OCCNC(=O)c1cc2ccccc2oc1=O
  A = 11%	B = -7%	C = -0.3%	D = -2%

24	COC(=O)c1c(C)cc(O)cc1O
  A = 8%	B = -8%	C = /	D = 19%

25	COc1ccc(Nc2nc(C)cc(C)c2C#N)cc1
  A = -4%	B = -14%	C = -1.0%	D = -1%

26	O=C(NCC(c1ccc2c(c1)OCO2)N1CCOCC1)c1ccc(F)cc1 (stereo unspecified)
  A = -12%	B = -7%[10.9 µM]	C = 0.2%	D = -6%

27	Cc1cccc2sc(N(Cc3cccnc3)C(=O)CCc3ccccc3)nc12
  A = 4%	B = 8%[10.9 µM]	C = -2.2%	D = -2%

28	COc1ccc(-c2nnc(SCC(=O)N3CCCC(C)C3)o2)c(OC)c1 (stereo unspecified)
  A = -3%	B = -9%	C = 0.0%	D = -3%

29	CCC(c1nnnn1CCc1ccccc1)N(Cc1ccco1)Cc1cc2cc(C)cc(C)c2[nH]c1=O (stereo unspecified)
  A = 0%	B = -30%[inhibitor]	C = ?	D = 22%

30	CCCNC(=O)CN1CCN(c2ccc(NC(=O)c3ccc(OC)cc3)cc2C(=O)O)CC1
  A = -11%	B = 7%[10.9 µM]	C = -0.9%	D = 0%

31	CC(C)c1ccc(C2CC(=O)N3CN(Cc4ccco4)CSC3=C2C#N)cc1 (stereo unspecified)
  A = 9%	B = -19%	C = ?	D = -2%

32	CCn1c(=O)cc(OCC(=O)Nc2cccnc2)c2ccccc21
  A = -13%	B = -8%	C = 2.4%	D = 5%

33	O=C(Nc1sc2c(c1C(=O)NCc1cccnc1)CCCC2)c1cc(=O)c2ccccc2o1
  A = 8%	B = 2%[10.9 µM]	C = ?	D = -1%

34	Brc1cnc(N2CCOCC2)nc1N1CCCCC1
  A = 2%	B = -4%	C = -5.0%	D = 1%

35	O=C(CSc1nnc(-c2ccncc2)n1CCc1ccccc1)NCc1ccccc1
  A = 6%	B = /	C = /	D = -4%

36	CC(=O)N1c2c(cc(Br)cc2S(=O)(=O)NCc2cccnc2)CC1C (stereo unspecified)
  A = 8%	B = -1%	C = -1.9%	D = 14%

37	COc1ccc(-c2nc(CNS(=O)(=O)c3ccc(C)cc3)cs2)cc1
  A = -13%	B = 8%[10.9 µM]	C = 3.0%	D = 2%

38	Cn1c(Cn2c(=O)sc3ccccc32)nnc1SCC(=O)Nc1ccccc1
  A = 3%	B = 4%	C = 2.0%	D = 3%

39	O=C(COc1ccc(C(=S)N2CCOCC2)cc1)N1CCCC1
  A = 7%	B = 6%	C = -1.1%	D = -2%

40	COc1ccccc1N1CCN(c2nc3ccccc3n3nnnc23)CC1
  A = 3%	B = -3%	C = ?	D = 0%

41	COc1ccc(N2CC(C)Cn3c2nc2c3c(=O)[nH]c(=O)n2C)cc1 (stereo unspecified)
  A = 3%	B = 2%	C = 0.5%	D = -1%

42	CCOc1ccc(-n2c(SCC(=O)Nc3cc(C)on3)nc3c([nH]c4ccccc43)c2=O)cc1
  A = 6%&-1%	B = -18%	C = 3.8%&-3.7%	D = 25%&4%

43	O=C(CC(NCc1cccnc1)C(=O)O)Nc1ccc(O)cc1 (stereo unspecified)
  A = 23%	B = -14%[10.9 µM]	C = 0.3%	D = 2%

44	O=C(O)c1cccnc1SC1CC(=O)N(c2cccc(C(F)(F)F)c2)C1=O (stereo unspecified)
  A = 2%	B = -5%	C = -1.2%	D = 0%

45	Cc1ccc(CNC(=O)c2ccc(CSc3nc4ccncc4n3Cc3ccc(C)cc3)cc2)cc1
  A = -15%	B = -19%[10.9 µM]	C = ?	D = 12%

46	CCC(C)NC(=O)c1sc2nc3n(c(=O)c2c1C)CCC3 (stereo unspecified)
  A = 8%	B = 7%[10.9 µM]	C = -0.3%	D = -6%

47	COc1ccc(NC(=O)c2ccco2)cc1NC(=O)COc1cc(C)ccc1C(C)C
  A = ?	B = -11%[10.9 µM]	C = -2.2%	D = -30%

48	Cc1cc(-c2nn3c(C)nnc3s2)ccc1NC(=O)C(C)(C)C
  A = -30%	B = -82%[inhibitor]	C = -0.3%	D = ?

49	O=C(c1cc(-c2cccc(O)c2)on1)N1CCOCC1
  A = ?	B = -77%[inhibitor]	C = 8.3%	D = 10µM*

50	COc1ccccc1NC(=O)c1oc2ccccc2c1NC(=O)C1CCCCC1
  A = -20%	B = -13%[10.9 µM]	C = 0.2%	D = 3%

Four entries from above in a different format.
(41) COc1ccc(N2CC(C)Cn3c2nc2c3c(=O)[nH]c(=O)n2C)cc1 (stereo unspecified)
- p53ts 39C kill: 3%
- Imprint erasure: 2%
- IkB sig inh: 0.5%
- p53ts 32C kill: -1%
(50) COc1ccccc1NC(=O)c1oc2ccccc2c1NC(=O)C1CCCCC1
- p53ts 39C kill: -20%
- Imprint erasure: -13%[10.9 µM]
- IkB sig inh: 0.2%
- p53ts 32C kill: 3%
(46) CCC(C)NC(=O)c1sc2nc3n(c(=O)c2c1C)CCC3 (stereo unspecified)
- p53ts 39C kill: 8%
- Imprint erasure: 7%[10.9 µM]
- IkB sig inh: -0.3%
- p53ts 32C kill: -6%
(43) O=C(CC(NCc1cccnc1)C(=O)O)Nc1ccc(O)cc1 (stereo unspecified)
- p53ts 39C kill: 23%
- Imprint erasure: -14%[10.9 µM]
- IkB sig inh: 0.3%
- p53ts 32C kill: 2%

Later entries
Assay codes: A = p53ts 39C kill; B = Imprint erasure; C = IkB sig inh; D = p53ts 32C kill
51	CCSc1ncc(Cl)c(C(=O)N(Cc2ccc(N(C)C)cc2)C2CCS(=O)(=O)C2)n1 (stereo unspecified)
  A = 4%	B = -12%	C = 1.3%	D = 1%

52	Cc1[nH]n(-c2ccc(S(=O)(=O)O)cc2)c(=O)c1N=Nc1ccccc1
  A = 11%[9.22 µM]	B = -8%[10.9 µM]	C = -0.6%[11.4 µM]	D = 5%[9.22 µM]

53	COC(=O)c1cnc(N2CCN(c3ccc(F)cc3)CC2)c2ccccc12
  A = -6%	B = -9%[10.9 µM]	C = 0.8%	D = -5%

54	Cc1ccc(C(CC(=O)O)Nc2nc(N3CCCCC3)nc(N3CCCCC3)n2)cc1 (stereo unspecified)
  A = 7%	B = -23%	C = 2.7%	D = 5%

55	O=C1c2ccccc2C(=O)N1CCc1nn[nH]n1
  A = 18%	B = 14%	C = 0.4%	D = 8%

56	O=C(OCC1OC(OC(=O)c2cc(O)c(O)c(OC(=O)c3cc(O)c(O)c(O)c3)c2)[C@@H](OC(=O)c2cc(O)c(O)c(OC(=O)c3cc(O)c(O)c(O)c3)c2)C(OC(=O)c2cc(O)c(O)c(OC(=O)c3cc(O)c(O)c(O)c3)c2)C1OC(=O)c1cc(O)c(O)c(OC(=O)c2cc(O)c(O)c(O)c2)c1)c1cc(O)c(O)c(OC(=O)c2cc(O)c(O)c(O)c2)c1 (stereo partly specified)
  A = 6.3µM*	B = -83%[inhibitor]	C = /	D = 10µM*

57	COc1ccc(OC(C)C(=O)NCc2nc(-c3ccc(Cl)cc3)no2)cc1 (stereo unspecified)
  A = -23%	B = -10%[10.9 µM]	C = ?	D = -6%

58	COc1ccc(C(=O)N(CN2CCCC2=O)c2nccs2)cc1OC
  A = -6%	B = -13%	C = -0.6%	D = -4%

59	CCOc1ccc(CCNC(=O)CSc2nc3ccccc3nc2Cc2ccc(C)cc2)cc1OCC
  A = 20%	B = 2%[10.9 µM]	C = -0.3%	D = 5%

60	OC(COc1cccc2ccccc12)CN1CCN(c2ccccn2)CC1 (stereo unspecified)
  A = -18%	B = -7%	C = ?	D = -5%

61	COc1ccc(-c2noc(-c3ccc(Br)o3)n2)cc1OC
  A = 1%	B = -9%	C = -6.3%	D = 6%

62	CC(c1ccccc1)N1CNc2c(c(=O)n(C)c(=O)n2C)C1 (stereo unspecified)
  A = 4%	B = -6%	C = 1.4%	D = 0%

63	CCOC(=O)c1cc(-c2ccccc2)n(-c2cccc(C(=O)Nc3cccc(F)c3)c2)c1C
  A = -18%	B = -17%[10.9 µM]	C = ?	D = 19%

64	C=CCn1c(=O)c2ccccc2n2c(SCc3cc(=O)n4ccsc4n3)nnc12
  A = 7%	B = -5%	C = 0.6%	D = 2%

Rows were taken by chance; 1.7% or so of the library scored in one or more.
